D1 ag: agonists of human D1 dopamine receptor | HEK293 T-REx D1 cells, calcium flux, agonist mode | actives 1% (n = 360,000) | activation, % at 2 µM | P21728; note: 0% is about no effect
Target sequence (P21728 whole entry, looked up): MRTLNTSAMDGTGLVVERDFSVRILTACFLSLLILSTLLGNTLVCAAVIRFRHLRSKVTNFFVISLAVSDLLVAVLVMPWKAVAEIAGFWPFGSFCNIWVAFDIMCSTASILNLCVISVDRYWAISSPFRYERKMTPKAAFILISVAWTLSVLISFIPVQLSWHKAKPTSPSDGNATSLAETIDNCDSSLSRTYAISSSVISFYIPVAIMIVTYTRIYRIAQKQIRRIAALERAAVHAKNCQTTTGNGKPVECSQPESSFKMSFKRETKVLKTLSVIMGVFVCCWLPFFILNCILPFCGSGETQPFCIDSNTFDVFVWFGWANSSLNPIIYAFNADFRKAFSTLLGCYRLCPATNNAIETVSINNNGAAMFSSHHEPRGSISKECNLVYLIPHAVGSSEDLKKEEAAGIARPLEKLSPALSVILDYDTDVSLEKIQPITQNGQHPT
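Inducible HEK293 T-REx D1 cells, force-coupled to calcium signalling, were plated at 4000 cells/well with tetracycline and held overnight at 30 C. After no-wash calcium dye loading, compound-evoked calcium rise over 180 s flagged agonists.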
D2 antag: antagonists of human D2 dopamine receptor. HEK293 TREx D2 cells, calcium flux, dopamine EC80. P14416. actives 2% (n = 340,000). inhibition, % at 10 µM. AID 485344; in the data active = inhibition above about 30%; note: 0% is about no effect
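In this primary screen, negative modulation is detected by tracking calcium flux after an EC80 dopamine challenge in inducible HEK293 T-REx D2 cells preexposed to test compound for 180 s.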
RXFP1 antagonist: blocks the human relaxin receptor RXFP1. actives 0.59% (n = 350,000). Q9HBX9. HEK293-RXFP1, relaxin-stimulated cAMP HTRF, 30 min; stronger effect = lower value. activity change, negative = inhibition, % at 57.5 µM;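 active = activity change of -60% or lower, but not beyond a set lower limit; inconclusive = change between -60% and -40%, or beyond the set limit; inactive = change above -40%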; note: % is set by controls: 0 for no effect and ±100 for the full control effect
D2 potentiator: positively modulates the human D2 dopamine receptor allosterically; P14416; HEK293 T-REx D2, calcium flux, EC20 dopamine potentiation; potentiation, % at 10 µM; actives 0.34% (n = 340,000);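 active = potentiation over 3 SD above the plate norm, cut at about 30% in these data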; note: 0% is about no effect
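Primary screen. Calcium kinetics in induced HEK293 T-REx D2 cells: compound pre-addition 180 s, EC20 dopamine, 180 s more.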
TRHR enhancer: allosteric enhancers of human TRH receptor; AID 493056; TRHR cells, fluo-8 calcium fluorescence, EC20 TRH enhancement; enhancement, % at 2 µM; actives 0.66% (n = 360,000); P34981; in the data active = enhancement above about 30%; note: 0% is about no effect
Target sequence (P34981 whole entry, looked up): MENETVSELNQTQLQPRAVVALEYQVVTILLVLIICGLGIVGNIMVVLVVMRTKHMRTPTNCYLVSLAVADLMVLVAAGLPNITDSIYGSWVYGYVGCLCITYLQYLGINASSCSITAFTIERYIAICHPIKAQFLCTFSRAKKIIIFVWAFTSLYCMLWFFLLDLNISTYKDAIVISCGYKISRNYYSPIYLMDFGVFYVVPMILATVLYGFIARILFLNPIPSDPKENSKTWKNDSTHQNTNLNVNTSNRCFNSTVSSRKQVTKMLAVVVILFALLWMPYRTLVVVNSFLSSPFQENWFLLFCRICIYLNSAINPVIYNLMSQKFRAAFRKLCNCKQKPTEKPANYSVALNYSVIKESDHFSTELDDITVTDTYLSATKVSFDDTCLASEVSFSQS
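TRHR-expressing cells loaded with fluo-8 calcium dye were read kinetically (ex 480/em 530) during compound addition, then stimulated with an EC20 of TRH (10 nM final). Enhancement of the Gq-mediated intracellular calcium response was scored.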
D1 antagonist: blocks dopamine activation of the human D1 receptor; P21728; HEK293 TREx D1 cells, calcium flux, dopamine EC80; stronger effect = lower value; activity change, negative = inhibition, % at 10 µM; actives 3.2% (n = 360,000); AID 504652; in the data active = activity change below about -30%; note: % is set by controls: 0 for no effect and ±100 for the full control effect
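Calcium flux readout: force-coupled, inducible Hek293 Trex D1 line, cells induced overnight at 30 C with tetracycline, dye-loaded 30–90 min at RT. Antagonism scored against EC80 dopamine challenge given 180 s after compound.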
D1 potentiator: potentiators of human D1 dopamine receptor. P21728. HEK293 TREx D1 cells, calcium flux, dopamine EC20 potentiation. potentiation, % at 10 µM. actives 0.036% (n = 360,000). AID 504651; in the data active = potentiation above about 30%; note: 0% is about no effect
D2 agonist: agonists of human D2 dopamine receptor; P14416; HEK293 T-REx D2 cells, calcium flux agonist mode; activation, % at 2 µM; actives 0.53% (n = 340,000); AID 485358;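 active = activation over 3 SD above normal in the single-dose calcium agonist read, cut at about 30% in these data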; note: 0% is about no effect
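Tetracycline-induced HEK293 Trex cells with D2 receptor force-coupled to calcium signaling, plated overnight at 30 C and loaded with no-wash calcium dye. Calcium flux read kinetically for 180 s after compound addition; responses flag agonists.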
TRHR agonist: TRH receptor (human) agonism. TRHR cells, calcium flux fluo-8, FDSS agonist mode. AID 493084. actives 0.18% (n = 360,000). activation, % at 2 µM. P34981; note: 0% is about no effect
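Agonist-mode FDSS calcium read (Ex 480/Em 530, 1 s cycles) in 1536-well TRHR cells with fluo-8 dye, after 10-cycle baseline and 23 nL compound addition; TRH at EC20 (10 nM final) added afterwards for the enhancer phase.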
Active calls of the source: *; ? = inconclusive; nt = no result given. Cut-off read from the data, not from the text of the source, unless noted: active = activation above about 30%; inactive = the rest.

Molecule	D1 ag	D2 antag	RXFP1 antagonist	D2 potentiator	TRHR enhancer	D1 antagonist	D1 potentiator	D2 agonist	TRHR agonist
Cc1ccc(S(=O)(=O)NC(=NC(C)C)c2ccccc2)cc1	0	-18	3	9	-1	-10	-2	0.3	0.4
CCc1cccc(CC)c1NC(=O)COC(=O)c1ccc2c(c1)S(=O)(=O)c1ccccc1C2=O	2	7	nt	-6	-11	-14	-1	-0.9	-0.3
Cc1ccc(NC(=O)c2ccc(-n3cccn3)c([N+](=O)[O-])c2)cc1C	7	-4	-18	-5	-11	5	-7	-0.6	0.4
CC1Sc2ccc(S(=O)(=O)N3CCN(c4cccc(Cl)c4)CC3)cc2NC1=O (stereo not drawn)	2	8	1	12	0	-1	0	-0.1	0.9
COc1ccc(C(=O)Nc2ccnn2C2CCN(C(=O)c3cnsn3)CC2)cc1	1	-5	-7	1	-2	-9	5	0.9	0.4
O=C(c1ccc(N2CCN(C(=O)c3ccc(F)cc3F)CC2)cc1)c1cccc(F)c1	9	2	-3	2	-1	0	5	-0.2	0.5
Nc1nnc(CC(=O)N/N=C/c2ccccc2OCc2ccc(F)cc2)s1	2	-7	-24	-5	-1	-16	-8	-0.9	-0.1
COc1ccc(C(=O)N2CC3(C)CC2CC(C)(C)C3)cc1 (stereo not drawn)	1	-16	-2	15	-3	-32*	-6	0.5	-0.3
COCCSc1ccccc1C(=O)Nc1ccc2c(c1)OCO2	4	6	12	4	29	3	-2	-1.6	-0.9
COC(=O)CCCC1=CC2=C(c3ccccc3)C(=O)C(C)(OC(=O)C3CCCC3)C(=O)C2=CN1CC(C)C (stereo not drawn)	4	nt	nt	nt	-5	-7	-2	nt	0.0
COC(=O)c1ccc(C(=O)NC2CCCc3c2cnn3-c2ccccc2F)nc1 (stereo not drawn)	4	-5	-1	-3	1	-21	-2	-1.3	-0.3
CCOc1ccc(CNC(=O)CSc2c3c(nc4cc(Cl)ccc24)CCCC3)cc1	6	nt	-18	2	-9	-3	-4	5.5	1.6
Cc1cccc2cc(C#N)c(SCC(=O)NCC3CCCO3)nc12 (stereo not drawn)	1	2	7	6	2	10	0	-0.6	-0.1
O=C(O)c1cccc(CN2C(=O)S/C(=C/c3ccccc3[N+](=O)[O-])C2=O)c1	3	6	-35	9	0	-1	2	-1.7	-0.1
O=C(Nc1ccccc1N1CCOCC1)c1ccc2ccccc2c1	3	-37	-19	-2	1	3	-4	0.4	-0.1
COc1cccc(C(=O)Nc2nc3c(s2)CCCC3)c1	-1	nt	-32	-34	-4	5	2	0.2	-0.2
Cc1ccc(S(=O)(=O)Nc2ccc(Cl)cn2)cc1C	4	nt	20	-1	-2	-1	-2	nt	-0.1
O=C(COC(=O)c1cccs1)NCC1CCCCC1	2	-2	0	-5	-6	-23	-2	0.2	-0.4
CCN(CC)S(=O)(=O)c1ccc(-n2cnc3cc(C)c(C)cc32)nc1	-1	-10	-6	38*	3	-7	0	0.6	0.9
O=C1c2ccccc2N2C(=O)c3ccccc3C2N1Cc1ccccc1 (stereo not drawn)	2	8	0	8	-1	-7	-1	-1.8	-0.7
CCN(CC)c1ccc(C2C(C(=O)OCCOC)=C(C)NC3=C2C(=O)CCC3)cc1 (stereo not drawn)	2	-14	-4	-5	-2	2	-1	-0.2	0.0
CC1CCC2(CC1)NC(=O)N(Cc1nnc(-c3cccs3)o1)C2=O (stereo not drawn)	0	5	-1	3	-2	-5	5	0.1	0.6
O=C1CCCC2=C1C1(O)C(=O)c3ccccc3C1(O)O2 (stereo not drawn)	4	nt	12	nt	14	-2	-3	nt	0.1
Cc1csc(N/N=C/c2ccc(O)c([N+](=O)[O-])c2)n1	0	nt	-8	4	2	-9	-6	nt	-0.2

Reformatted: 3 of the compounds above.
O=C(COC(=O)c1cccs1)NCC1CCCCC1
  D1 ag: 2; D2 antag: -2; RXFP1 antagonist: 0; D2 potentiator: -5; TRHR enhancer: -6; D1 antagonist: -23; D1 potentiator: -2; D2 agonist: 0.2; TRHR agonist: -0.4
CCN(CC)S(=O)(=O)c1ccc(-n2cnc3cc(C)c(C)cc32)nc1
  D1 ag: -1; D2 antag: -10; RXFP1 antagonist: -6; D2 potentiator: 38*; TRHR enhancer: 3; D1 antagonist: -7; D1 potentiator: 0; D2 agonist: 0.6; TRHR agonist: 0.9
O=C1c2ccccc2N2C(=O)c3ccccc3C2N1Cc1ccccc1 (stereo not drawn)
  D1 ag: 2; D2 antag: 8; RXFP1 antagonist: 0; D2 potentiator: 8; TRHR enhancer: -1; D1 antagonist: -7; D1 potentiator: -1; D2 agonist: -1.8; TRHR agonist: -0.7

New compounds follow.
Molecule	D1 ag	D2 antag	RXFP1 antagonist	D2 potentiator	TRHR enhancer	D1 antagonist	D1 potentiator	D2 agonist	TRHR agonist
O=C(C1CCN(S(=O)(=O)c2ccccc2F)CC1)N1CCc2ccccc21	6	18	3	11	-10	-6	3	0.0	-1.3
CCOC(=O)c1cc2sccc2n1CC(=O)N1CCN(C(=O)c2ccco2)CC1	0	-1	-12	-2	-9	11	-1	0.4	0.3
c1ccc(-n2nnnc2Sc2ncnc3sc4c(c23)CCCC4)cc1	6	11	nt	-6	-8	-18	-3	0.5	0.1
Cn1c(=O)c(=O)n(C)c2cc(N3CCCC3)c(NC(=O)c3ccc(C(C)(C)C)cc3)cc21	2	nt	-2	17	2	10	-2	-0.1	0.0
COc1ccccc1CNC(=O)c1cc(-c2ccccc2C)nn1CC1CC(c2cccnc2)=NO1 (stereo not drawn)	1	-15	nt	-6	-4	nt	3	-1.1	-1.0
COc1ccc(-c2csc3nc(-c4cccnc4)nc(N4CCC(C(N)=O)CC4)c23)cc1OC	1	11	15	20	3	-1	-3	0.9	0.5
CCOC(=O)N1CCN(C(=S)Nc2ccccc2C(C)C)CC1	3	-6	-5	1	3	-2	-1	0.4	0.7
CCN(C(=O)CSc1nnc(C)n2c1cc1occc12)c1ccccc1	1	nt	-12	3	4	23	-2	0.0	0.0
C[N+]1(CCOS(=O)C23CC4CC(CC(C4)C2)C3)CCOCC1 (stereo not drawn)	1	0	7	-4	7	9	-6	-1.1	0.2
Cc1noc(C)c1-c1ccc2ncnc(NCc3cccc(-c4ccccc4)c3)c2c1	16	nt	nt	nt	1	-34*	-6	nt	0.8
COc1ccccc1NS(=O)(=O)c1cc(NC(=O)c2ccc(=O)[nH]c2)ccc1N1CCOCC1	2	7	-10	29	2	6	5	0.2	0.3
CC1=C(C(=O)Nc2ccccn2)C(c2cccnc2)n2nnnc2N1 (stereo not drawn)	3	16	8	6	-1	11	1	1.0	0.1
CCCc1nnc(NC(=O)c2cccc(OC)c2)s1	7	0	1	8	-2	5	0	0.0	-0.2
Cc1cccc(-n2c(N)cc(=O)[nH]c2=S)c1	1	-2	-7	-7	2	-7	-1	4.2	0.2
CN(C(=S)NC(=O)c1ccccc1)C1CCCCC1	0	-6	2	-6	9	8	-8	1.0	0.3
COc1ccc(C(=O)/C(=C/O)N=Nc2ccc(F)cc2)cc1	3	-5	-13	-9	6	7	8	2.4	-0.4
COc1cc2c(cc1OC)C(CC#N)=NC(C)(C)C2	1	nt	-7	11	4	-26	-2	nt	-1.8
CC(Cc1ccccc1)NC(=O)C1(c2ccccc2)CCOCC1 (stereo not drawn)	0	9	-6	-1	5	4	-1	0.1	0.1
O=C(Oc1ccc(N(C(=O)c2ccncc2)S(=O)(=O)c2ccc(F)cc2)cc1)c1ccncc1	3	-15	-90*	-8	11	-6	-5	-0.3	-0.3
Cc1nc(-c2ccc(S(=O)(=O)N3CCN(c4cccc(C)c4C)CC3)cc2)co1	3	2	?	5	0	-8	-1	0.2	0.4
COc1ccc(CC(=O)Nc2ccc3nc(Nc4cccc(Cl)c4)cc(C)c3c2)cc1	-1	nt	nt	3	1	-2	-1	0.7	0.2
O=C(c1ccc2[nH]ccc2c1)N1CCCC(Nc2ccccc2)C1 (stereo not drawn)	4	-8	4	-7	11	-14	-11	0.0	-0.2
Cc1cnc(=O)[nH]c1SCc1ccc(C(F)(F)F)cc1	1	15	-8	0	9	-6	-2	-0.1	-0.2
N#CC(C#N)=C1C=CC=CN1/C(=C\c1ccco1)C(=O)c1ccc(Br)cc1	5	1	?	7	3	-48*	-11	-0.2	-0.2
CCOC(=O)N1CCN(C(=O)Nc2ccc(NC(=O)N3CCN(C(=O)OCC)CC3)cc2)CC1	2	6	3	-5	-6	2	6	0.2	0.8
COC(=O)c1ccccc1S(=O)(=O)N1CCC(C(=O)NCC2CCCO2)CC1 (stereo not drawn)	1	19	-20	8	-3	-11	-15	0.0	0.7
c1ccc(OCCN2CCN(Cc3nc(-c4ccc5c(c4)OCO5)no3)CC2)cc1	2	69*	-2	-12	-4	-3	-2	64*	-0.3
COc1ccc(C)cc1NC(=O)CSc1nnc(CC(=O)Nc2ccccc2C)n1C	2	nt	14	nt	2	4	-2	nt	0.5
O=C(O)c1cc(N/N=C/c2cccnc2)ccc1Cl	1	8	-5	5	-2	-33*	-1	1.0	-0.2
CCn1ccnc1CN1CCN(CCC(C)C)C(CCO)C1 (stereo not drawn)	1	-6	10	6	4	2	-3	0.9	1.7
Cc1cc(O)c(/C=N/c2ccccn2)c(=O)o1	5	-6	6	5	11	-3	1	-0.6	-1.6
COCCCN(C(=S)NC(=O)c1ccc(C(C)(C)C)cc1)c1c(N)n(Cc2ccccc2)c(=O)[nH]c1=O	4	2	6	-9	0	11	0	-0.7	0.3
Cc1nn(C(=O)c2cccnc2)c(C)c1Sc1ccccc1	3	21	-13	-3	-2	-20	-7	-1.1	-1.5
N#Cc1c(/N=C/c2ccco2)oc(-c2ccccc2)c1-c1ccccc1	1	-12	-16	nt	-5	-1	-3	0.7	-0.6
N#Cc1ccc(CN2CCN(C(=O)c3cccc(S(=O)(=O)N4CCCCCC4)c3)CC2)cc1	0	-46	-15	-5	0	-17	-9	-0.5	-0.3
Cc1ccc(NC(=O)c2ccccc2)cc1C	-1	0	nt	8	2	0	-6	-1.3	0.3

Whole records from above:
`Cc1ccc(NC(=O)c2ccccc2)cc1C` as listed: D1 ag: -1; D2 antag: 0; RXFP1 antagonist: nt; D2 potentiator: 8; TRHR enhancer: 2; D1 antagonist: 0; D1 potentiator: -6; D2 agonist: -1.3; TRHR agonist: 0.3
`CCOC(=O)N1CCN(C(=O)Nc2ccc(NC(=O)N3CCN(C(=O)OCC)CC3)cc2)CC1` as listed: D1 ag: 2; D2 antag: 6; RXFP1 antagonist: 3; D2 potentiator: -5; TRHR enhancer: -6; D1 antagonist: 2; D1 potentiator: 6; D2 agonist: 0.2; TRHR agonist: 0.8

Next part:
Molecule	D1 ag	D2 antag	RXFP1 antagonist	D2 potentiator	TRHR enhancer	D1 antagonist	D1 potentiator	D2 agonist	TRHR agonist
CC1(NC(=O)NCc2ccccc2)CCS(=O)(=O)C1 (stereo not drawn)	3	-1	-1	2	-7	-12	1	-0.1	-0.4
CCNC(=O)CC1C(=O)N(c2ccccc2)C(=O)N1CCc1ccc(OC)cc1 (stereo not drawn)	-1	2	18	0	-4	-1	-5	-0.7	-0.1
CCOc1ccccc1NC(=O)c1nn(-c2ccc(OC)cc2)c(=O)c2c1c1ccccc1n2C	0	nt	-2	-1	7	-2	0	0.5	1.1
O=C(NCCc1ccc(C(F)(F)F)cc1)C1CCC(=O)N(C2CC2)C1 (stereo not drawn)	1	0	-11	8	2	13	-2	0.3	0.4
